# Source: PubChem BioAssay
# Mtb FBA inh = inhibits M. tuberculosis FBA enzyme; P9WQA3; purified M. tuberculosis FBA, fluorescence read-out; inhibition, % at 1 µM; 2.3% of 360,000 active; AID 588726; in the data active = inhibition above about 27%;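 also: 0% = vehicle and 100% = reference inhibitor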
# Target sequence (P9WQA3 whole entry, looked up): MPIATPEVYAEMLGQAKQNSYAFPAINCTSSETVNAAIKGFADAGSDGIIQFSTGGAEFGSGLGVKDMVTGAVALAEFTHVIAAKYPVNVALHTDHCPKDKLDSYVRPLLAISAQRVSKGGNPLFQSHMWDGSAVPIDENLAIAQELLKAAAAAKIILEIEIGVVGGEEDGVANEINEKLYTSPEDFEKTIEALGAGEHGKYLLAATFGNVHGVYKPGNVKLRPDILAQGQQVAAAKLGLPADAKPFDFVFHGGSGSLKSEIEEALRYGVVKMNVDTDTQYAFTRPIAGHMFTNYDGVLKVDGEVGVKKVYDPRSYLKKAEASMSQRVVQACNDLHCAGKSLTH
# Anthrax LF prot = anthrax lethal factor protease inhibition; P15917; multiplex microsphere protease cleavage assay, LF; inhibition, % at 10 µM; 0.12% of 360,000 active; AID 588501; also: plate controls were buffer without enzyme for full effect and enzyme alone for no effect
# PfHsp40 rescue = compounds rescuing yeast from Plasmodium falciparum HSP40 toxicity; S. cerevisiae expressing PfHsp40, growth rescue, ATP luminescence; growth rescue, % at 12.5 µM; 0.68% of 340,000 active; AID 504582; in the data active = growth rescue above about 28%, passing the limit was not always enough; inconclusive = no clear call, values can overlap the other calls;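 also: yeast W303a lacking pdr1 and pdr3 grown in galactose medium; growth measured after three days at 30 °C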
# GDH-TPI inh = inhibits GDH-TPI coupling enzymes, artifact for Mtb FBA screen; GDH-TPI coupled enzyme counterscreen, NADH absorbance; inhibition, % at 4.8 µM; 1.2% of 360,000 active; AID 588335; in the data active = inhibition above about 30%;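 also: 0% = DMSO wells and 100% = wells lacking the enzyme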
# Mtb BioA inh = inhibitors of Mycobacterium tuberculosis BioA enzyme; purified M. tuberculosis BioA enzyme, plate reader; inhibition, % at 9.99 µM; 0.096% of 360,000 active; in the data active = inhibition above about 40%; inconclusive = no clear call, values can overlap the other calls
# BoNT-F LC inh = inhibitors of Botulinum neurotoxin F light chain protease; Multiplex microsphere protease cleavage assay, flow cytometry; inhibition, % at 10 µM; 0.22% of 360,000 active; AID 588497; in the data active = inhibition above about 35%, passing the limit was not always enough; inconclusive = no clear call, values can overlap the other calls; also: plate controls were buffer without enzyme for full effect and enzyme alone for no effect
# BoNT A protease = BoNT A light chain protease inhibition; 0.17% of 360,000 active; inhibition, % at 10 µM; AID 588499; multiplex microsphere protease substrate cleavage, flow cytometry; also: plate controls were buffer without enzyme for full effect and enzyme alone for no effect
# Mtb UGM inh = inhibitors of M. tuberculosis UDP-galactopyranose mutase; AID 504406; inhibition, % at 10 µM; 0.06% of 320,000 active; purified UGM, fluorescence polarization probe displacement; P9WIQ1; in the data active = inhibition above about 10%, passing the limit was not always enough; inconclusive = no clear call, values can overlap the other calls
# Target sequence (P9WIQ1 whole entry, looked up): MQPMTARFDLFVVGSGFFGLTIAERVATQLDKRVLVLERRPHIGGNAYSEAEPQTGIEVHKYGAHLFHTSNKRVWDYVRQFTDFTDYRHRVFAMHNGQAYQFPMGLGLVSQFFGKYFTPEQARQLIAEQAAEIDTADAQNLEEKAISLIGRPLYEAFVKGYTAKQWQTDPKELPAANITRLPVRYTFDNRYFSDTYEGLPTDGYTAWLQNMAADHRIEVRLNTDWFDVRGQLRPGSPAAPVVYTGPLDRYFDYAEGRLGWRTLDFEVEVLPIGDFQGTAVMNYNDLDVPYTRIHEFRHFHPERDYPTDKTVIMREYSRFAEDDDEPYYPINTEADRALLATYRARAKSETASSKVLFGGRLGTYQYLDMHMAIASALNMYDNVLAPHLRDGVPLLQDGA
# FadD28 binding = M. tuberculosis FadD28 bisubstrate binding inhibition; inhibition, % at 12.5 µM; FadD28 bisubstrate probe binding, fluorescence polarization; AID 588549; 0.22% of 360,000 active; in the data active = inhibition above about 8.5%, passing the limit was not always enough; inconclusive = no clear call, values can overlap the other calls
# Starred values were filed as active, the others as inactive; ? = inconclusive; nt = no result given; + = active, no number; & = joins results of further samples. Rule as the data show it, unless noted: active = inhibition above about 30%; inconclusive = no clear call, values can overlap the other calls; inactive = below that. Rows were taken by chance. About 4.7% of those tested had a hit in this group.
SMILES,Mtb FBA inh,Anthrax LF prot,PfHsp40 rescue,GDH-TPI inh,Mtb BioA inh,BoNT-F LC inh,BoNT A protease,Mtb UGM inh,FadD28 binding
C=CCn1c(CCC(O)CCCCC)n[nH]c1=S (configuration not stated),1,0,1.4,7,0.7,-2,0.2,-1.3,-0.9
CCOC(=O)/C(=C/c1c(C)n(C)c2ccc([N+](=O)[O-])cc12)C(C)=O,-8,-2,-2.1,31*,nt,-17,-1.8,0.1,0.4
Cc1nc2ccccc2c(=O)n1NC(=O)c1c(F)cccc1F,-1,-2,0.2,-14,-0.5,3,-3.4,0.4,-2.2
Cc1oc(-c2ccc(Cl)cc2)nc1CN1CCC(C(=O)NCC2CCCO2)CC1 (configuration not stated),1,0,0.3,-1,nt,2,-0.2,0.2,-2.8
O=C(Nc1ccc(S(=O)(=O)Nc2ncccn2)cc1)c1ccc(Br)s1,-1,-2,-1.7,21,-1.6,-5,-2.4,-1.5,-1.8
C/C(=N\NC(=O)c1cc(C)[nH]n1)c1ccc(-c2ccccc2)cc1,0,4,-0.3,3,-3.5,-6,-1.7,-2.8,-3.6
COc1ccccc1NC(=O)N1CCCC1C(=O)NC12CC3CC(CC(C3)C1)C2 (configuration not stated),2,-3,1.0,-6,-0.6,0,0.2,-0.5,-4.7
O=C(Nc1ccnn1C1CCN(C(=O)c2cccc(Cl)c2)CC1)C1CCOC1 (configuration not stated),0,-10,-1.6,5,0.4,3,-1.5,2.4,-1.7
CC(=O)Nc1ccc(N2N=C(C)C(N=Nc3ccccc3)C2=O)cc1 (configuration not stated),-2,-1,-1.0,10,2.2,-1,-0.8,0.9,2.6
COc1cc(CNCCN2CCOCC2)ccc1OCc1ccccc1Cl,1,-5,-0.9,-5,nt,-2,-0.6,1.0,1.8
CC(=O)N1CCN(CCS(=O)(=O)c2cc(Cl)ccc2Cl)CC1,3,2,3.6,-7,nt,-3,-0.3,-0.1,-2.9
COc1ccccc1NC(=O)C(=O)c1cn(CC(=O)N2CCOCC2)c2ccccc12,0,-3,1.5,23,-3.1,-3,-0.8,1.2,-1.1
CC(Cc1ccccc1)N1C(=O)c2cccc([N+](=O)[O-])c2C1=O (configuration not stated),-2,-9,0.6,-4,-0.7,21,-1.7,-0.6,-1.4
CCN1CCN(C(=S)NC(C)c2ccccc2)CC1 (configuration not stated),2,1,0.5,-2,nt,3,0.4,0.0,-1.9
CC(=O)N1CCc2cc(S(=O)(=O)NCCC(=O)N3CCN(c4ccccn4)CC3)ccc21,54*,0,-0.1,8,-1.1,2,-0.1,0.6,0.6
COc1ccc(-c2cc(C3CCN(Cc4ccc([N+](=O)[O-])cc4)CC3)[nH]n2)cc1,1,-4,-0.1,6,nt,-3,-0.9,-0.1,-0.9
CCOc1ccc(Cn2c3ccc(OC)cc3c3nc4ccccc4nc32)cc1OC,-2,3,0.4,5,nt,-4,7.7,2.8,-2.8
COC(=O)C(=Cc1ccccc1[N+](=O)[O-])C(=O)OC,2,2,-0.1,12,1.0,4,-3.0,0.9,-0.5
C=CCC[C@@H](Cc1ccc(F)cc1)C(=O)OC[C@H]1CCCN1C(=O)[C@@H](CC=C)CC(=O)N[C@H](CO)Cc1ccccc1,0,-1,39*,0,-0.6,-8,-0.3,-0.6,-2.9
COc1ccc(CN(C)C(=O)c2ccc(Oc3ccccc3)cc2)cc1F,-1,-7,-1.1,-4,-0.1,-12,-4.1,-2.0,-1.3
CCOC(=O)c1ccccc1NC(=O)Cn1c(-c2nonc2N)nc2ccccc21,0,-5,0.5,4,0.0,-5,0.3,-0.4,-2.5
O=C(NC1CC1)C1=C[C@H](c2csc3ccccc23)C[C@H](OCc2ccc(CO)cc2)O1,5,-1,-0.1,4,0.2&-2.5,7,0.0,0.2,-1.7
Cc1ccc(C(c2nnnn2C2CCCC2)N2CCc3ccccc32)cc1 (configuration not stated),-1,-2,1.2,3,-1.4,4,1.5,0.9,-1.1
O=C(Nc1ccccn1)c1ccc(-c2ccccc2)cc1,-8,-26,1.1,17,3.0,?,2.8,1.7,-4.1
Brc1ccccc1OCCCN1CCOCC1,-1,-7,0.1,-2,0.7,0,1.1,-0.3,-4.1
SMILES,Mtb FBA inh,Anthrax LF prot,PfHsp40 rescue,GDH-TPI inh,Mtb BioA inh,BoNT-F LC inh,BoNT A protease,Mtb UGM inh,FadD28 binding
Fc1ccccc1NC(=S)N(CCN1CCCCC1)Cc1ccco1,1,0,-0.3,3,nt,-6,-0.5,-1.3,-2.7
Cc1ccc(S(=O)(=O)Nc2ccc3c(c2)nc2n3CCN(Cc3ccccc3)C2)cc1,9,3,1.6,-1,1.2,-4,6.5,-0.2,-5.4
O=C(Nc1ncc2c(n1)CC(c1ccc(Cl)cc1)CC2=O)c1ccco1 (configuration not stated),-1,16,0.3,-16,36,-11,-0.4,-1.7,-5.5
Cc1ccc(N=N/C(=C\O)C(=O)c2ccncc2)cc1,-7,-2,?,11,nt,-1,0.1,2.7,-1.2
Cc1ccccc1N(CC(=O)NC1CCCC1)C(=O)C1(C)CC(=O)N=C2C=CC(Cl)=CN21 (configuration not stated),155*,13,-0.4,8,-0.4,21,0.8,0.5,1.4
COc1ccc(N2CCN(CCNC(=O)c3ccc4nc5ccccc5c(=O)n4c3)CC2)cc1,19,-2,-0.3,6,-0.7,8,-2.7,nt,-2.5
O=C(NCCc1ccc(Cl)cc1)Nc1ccc(F)cc1,0,1,0.5,-9,nt,0,0.2,-0.8,-3.4
CCOC(=O)c1c(NC(=O)COC(=O)Cn2cnc3c2c(=O)n(C)c(=O)n3C)sc(C)c1CC,7,5,-1.3,5,-1.4,0,2.5,0.7,-1.4
CCOc1ccc2ccccc2c1C1NC(=O)NC(C)=C1C(=O)OCCOC (configuration not stated),-2,0,0.7,1,-1.8,1,0.2,1.1,-1.2
Fc1ccc(NCc2nnc(SCc3nnc(-c4ccccc4)o3)n2Cc2ccccc2)cc1,-8,3,-0.5,0,7.7,-10,-1.1,5.2,-9.7
CCCC1CC(C#N)N(N(C)C)C1=C(C#N)C#N (configuration not stated),-1,14,-1.4,-2,0.0,?,?,-4.8,-1.5
COc1ccc2[nH]c(=O)c(CN(C(C)=O)c3ccc(C)cc3C)cc2c1,6,7,-1.1,14,-0.7,-3,-4.2,1.6,-0.1
COC(=O)/C(=C1/Oc2cc3c(cc2S1)OCO3)C(F)(F)F,0,-6,0.5,8,-1.3,-2,-1.3,0.2,-3.8
CCN1C(=O)[C@H]2[C@@H](c3ccc(Cl)cc3)N3C(=O)CN(CCOC)C(=O)[C@@]3(Cc3ccccc3)[C@H]2C1=O,3,-12,-0.4,2,-2.8,-4,-0.3,0.4,0.7
Cc1cc(C)n(-c2ncnc3ccccc23)n1,0,-6,0.9,3,nt,-2,-0.3,1.0,0.4
CCN(C(=O)CSc1nnc(Cc2ccccc2F)n1N)C1CCS(=O)(=O)C1 (configuration not stated),4,-4,0.0,-6,nt,4,0.0,-1.9,-1.5
C=CCNCCCCOc1ccccc1,2,2,-0.6,1,-1.9,-6,0.8,0.3,0.1
CCOc1cccc(C(=O)Nc2nccs2)c1,3,0,14,2,-2.3,16,0.7,-0.4,-2.5
COc1cccc(CNC(=O)COC(=O)c2cccc(S(=O)(=O)N3CCN(C(C)=O)CC3)c2)c1,-1,-11,-1.6,17,-3.7,-9,-0.7,0.1,-3.1
COc1ccc(/C=C2\SC(=S)N(C(Cc3ccccc3)C(=O)O)C2=O)cc1 (configuration not stated),-9,-6,1.3,2,nt,-8,-1.1,nt,-0.5
COCCNc1nnc(SCC(=O)NC2CCCCC2)s1,-2,-6,-0.4,-3,-1.7,1,1.3,0.7,nt
COc1ccc(N2C(=O)C3C4C=CC(CC4)C3C2=O)c([N+](=O)[O-])c1 (configuration not stated),0,0,1.3,2,0.1,-13,0.1,3.0,0.2
O=C(NNC(=O)C1C2C=CC(C2)C1C(=O)O)c1ccccc1 (configuration not stated),0,4,0.9,-6,7.6,-4,0.4,2.8,-2.3
CC(C)C[C@H]1CNC(=S)N1CC1CCN(CCC2CCCC2)CC1,1,-5,0.7,8,0.9,-2,-0.5,nt,-0.6
CCC(=O)Nc1ccc2c(c1)Cc1cc([N+](=O)[O-])ccc1-2,1,8,-1.2,27,-2.7,0,3.0,nt,-0.6
SMILES,Mtb FBA inh,Anthrax LF prot,PfHsp40 rescue,GDH-TPI inh,Mtb BioA inh,BoNT-F LC inh,BoNT A protease,Mtb UGM inh,FadD28 binding
Nc1ccc2nc(-c3cccs3)[nH]c2c1,+,-6,1.2,29,-0.6,-30,-0.3,-1.9,-3.1
Cc1ccc(CN(C)C(=O)c2ccccc2Sc2ccccc2C#N)cc1,-3,-1,2.0,-2,0.6,8,0.2,-0.2,-4.3
COc1ccc(N2CCN(c3nc(-c4cccs4)nc4ccccc34)CC2)cc1,4,-7,5.4,5,nt,-10,-2.0,-1.3,-2.8
Cc1ccc2nc(Cl)c(CNCc3ccccc3)cc2c1,1,0,-0.6,-1,nt,-9,-0.4,1.1,-2.8
COc1ccc(-c2nnc(SCC(=O)Nc3ncc(C(F)(F)F)cc3Cl)n2CC(C)C)cc1,0,-5,0.3,-5,0.7,-11,-1.2,nt,-1.4
COc1ccccc1NC(=O)COC(=O)c1cc(C)nc2ccccc12,-1,1,1.8,-1,-1.1,7,2.0,-2.3,-3.6
COc1ccc(C(NC(=O)C(C)C)c2ccc3cccnc3c2O)cc1 (configuration not stated),7,-3,0.4,5,2.5,-8,-1.7,0.7,-2.1
NS(=O)(=O)c1ccc(CNC(=O)C2(c3ccc(Cl)cc3)CC2)cc1,-1,-2,2.1,4,1.1,-1,-1.2,-1.7,1.0
Cn1c(SCC(=O)Nc2ccc(N3CCOCC3)cc2)nnc1C1CC1,2,6,-1.2,4,nt,-6,-1.8,1.8,-0.9
Cc1ccc(NC(=O)NNC(=O)COc2ccc([N+](=O)[O-])cc2)cc1C,0,2,-0.5,12,-3.9,-2,-0.4,4.3,-1.1
CCOc1cc(C2C3=C(CC(C)(C)CC3=O)N(CCOC)C3=C2C(=O)CC(C)(C)C3)ccc1O,1,5,1.0,4,0.3,-2,-1.1,-0.4,-2.7
CCNC(=O)NC(=O)CN(C)c1ccccc1,0,2,0.7,0,-1.5,-18,-2.2,-2.3,-1.0
Cc1ccc(SCCCCN2CCOCC2)cc1,3,20,0.1,15,-3.0,-39,0.1,-4.4,-1.2
CCOC(=O)c1nn(-c2ccc(F)cc2)c(=O)cc1OCC(=O)Nc1ccc(F)c(F)c1,0,-1,-1.5,5,0.0,15,-1.7,nt,-0.4
COc1cccc(OCC(O)CN2CCC(Cc3ccccc3)CC2)c1 (configuration not stated),0,-1,0.3,3,nt,-3,0.2,-3.0,-2.1
Cn1c(=NC(=O)COc2ccccc2)sc2cccc(F)c21,-2,-9,-1.2,2,nt,-9,0.8,-0.5,-3.3
CC(C)CNC(=O)c1cc(-c2ccc3c(c2)OCO3)on1,0,-8,-0.4,1,0.4,-8,-2.3,-1.4,-0.1
Cc1cc(NC(=O)c2ccc3c(c2)OCO3)ccc1NC(=O)c1ccccc1,-3,-1,-0.6,0,-1.0,2,0.6,1.7,0.3
Cc1ccc(NS(=O)(=O)c2ccc(N/N=C/c3ccncc3)c([N+](=O)[O-])c2)c(C)c1,3,-1,-0.3,6,nt,0,0.8,-0.5,-1.6
C[C@@H](C(=O)NCC1CC1)[C@@H]1C[C@@]1(C)[C@@H](NC(=O)OCc1ccccc1)c1ccccc1,0,-2,2.0,4,1.7,-10,-1.2,-2.8,-0.7

# Entries above with a cyano group:
SMILES,Mtb FBA inh,Anthrax LF prot,PfHsp40 rescue,GDH-TPI inh,Mtb BioA inh,BoNT-F LC inh,BoNT A protease,Mtb UGM inh,FadD28 binding
CCCC1CC(C#N)N(N(C)C)C1=C(C#N)C#N (configuration not stated),-1,14,-1.4,-2,0.0,?,?,-4.8,-1.5
Cc1ccc(CN(C)C(=O)c2ccccc2Sc2ccccc2C#N)cc1,-3,-1,2.0,-2,0.6,8,0.2,-0.2,-4.3
